Keap1 Nrf2 FP: Keap1-Nrf2 protein-protein interaction inhibitors, primary screen, biochemical, fluorescence polarization, single point. Kelch-like ECH-associated protein 1 (Homo sapiens), Q14145. Keap1 Kelch-Nrf2 peptide fluorescence polarization, 1536-well. inhibition, % at 9.4 µM. 0.15% of 340,000 active. AID 504523, 2011; in the data active = inhibition above about 12%;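 also: human Keap1 Kelch domain with fluorescein labeled Nrf2 9mer peptide probe; 0% = neutral control wells and 100% = peptide positive control; higher means more block of Keap1 binding to Nrf2 peptide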
SR-BI uptake up: activators of SR-BI mediated DiI-HDL uptake, primary screen, ldlA[mSR-BI] CHO cells, DiI fluorescence. 3 h; 100 = double the neutral-control signal. activation, % at 12.5 µM. 0.096% of 320,000 active;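 active = mean replicate activation of at least 60% and every replicate at or above 60%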;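 also: 0% = median plate neutral-control signal and 100% = twice that signal; values of inactives mirror those of a sister screen read the other way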
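Test system: SR-BI-overexpressing, LDLR-lacking CHO cells; Also added: labelled HDL, 10 µg/mL; Measured by: bottom-read cell fluorescence after medium removal, ex 550/em 595 nm; Timing: 3 h uptake period with compound, 37 °C; Buffer or medium: F12, 0.5% BSA, 25 mM HEPES; Doses: single compound concentration, delivered by pin transfer.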
PvdQ acylase: P. aeruginosa PvdQ acylase inhibitors, primary screen, biochemical, fluorescence, plate reader and imaging, single point; PvdQ acylase [Pseudomonas aeruginosa LESB58]; purified PvdQ acylase; inhibition, % at 10 µM; 0.063% of 340,000 active; AID 488965, 2010; in the data active = inhibition above about 30%, passing the limit was not always enough;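 also: 0% = vehicle neutral wells and 100% = reference inhibitor wells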
Cardiac RTF inh: cardiac RTF calcium sensitivity inhibitors, primary screen, biochemical, IANBD-TnC fluorescence, EC70 calcium; inhibition, % at 7.15 µM; IANBD-labeled cardiac RTF, Ca2+ fluorescence; 0.12% of 340,000 active; AID 493244, 2011; Troponin I, cardiac muscle (Homo sapiens) + Troponin T, cardiac muscle (Homo sapiens) + …;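 active = inhibition above the mean inhibition of all tested compounds plus 3 SD, cut at about 17% in these data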;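 also: assay run at fixed EC70 calcium of 1.6 mM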
SR-BI HDL uptake: inhibitors of SR-BI mediated HDL lipid uptake, primary screen, ldlA[mSR-BI] cells, fluorescence, single point; Scavenger receptor class B member 1 (Mus musculus), Q61009; ldlA[mSR-BI] CHO cells, DiI-HDL uptake fluorescence, 3 h; inhibition, % at 12.5 µM; 0.96% of 320,000 active; AID 488896, 2010;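 active = mean replicate inhibition of at least 70% and a set share of replicates each scoring 70 or more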;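 also: 0% = median of neutral control wells and 100% = median of positive control wells; values of inactives mirror those of a sister screen read the other way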
PKA-R2B act: activators of PKA-R2B holoenzyme, primary screen, biochemical, fluorescence polarization, Cy5-IP20, human; activation, % at 11.4 µM; 0.079% of 340,000 active; PKA-R2B holoenzyme dissociation; R2B truncated from residue 108, S112A mutant; 0% DMSO only, 100% 113 µM cGMP; AID 504700, 2011; cAMP-dependent protein kinase catalytic subunit beta (Homo sapiens) + cAMP-dependent …;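 active = activation above a cutoff set at the mean over all compounds plus 3 SD, cut at about 18% in these data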;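 also: higher means more holoenzyme dissociation and a rise in polarization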
C-LANA FP: inhibitors of KSHV C-LANA binding to DNA, primary screen, biochemical, fluorescence polarization, FAM-LBS DNA, MBP-C-LANA, single point | Kaposi's sarcoma herpesvirus LANA C-terminal domain (residues 932-1162) DNA binding | inhibition, % at 9 µM | 0.078% of 340,000 active | AID 504423, 2011;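 active = highest replicate inhibition at or above 60% at 9 µM, even if other replicates fall short; inactive = all replicates below 60% inhibition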;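 also: 0% = neutral control wells and 100% = 4 µM acridine orange control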
NSD2 inh: NSD2 histone methyltransferase inhibitors, primary screen, biochemical, AlphaScreen, single concentration, set 2; Histone-lysine N-methyltransferase NSD2 (Homo sapiens), O96028; NSD2 peptide methylation, 120 min; inhibition, % at 12.5 µM; 0.54% of 310,000 active; in the data active = inhibition above about 50%
Arrestin-AP2 inh: inhibitors of beta-arrestin/AP2 binding, primary screen, biochemical, GPCR trafficking, flow cytometry | beta-arrestin 1 C-terminal peptide binding to AP2 beta2-adaptin appendage (human) | FITC-arrestin peptide / GST-AP2 beads; AP2 beta2 appendage carries R879A mutation | inhibition, % at 10 µM | 0.31% of 340,000 active;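 active = inhibition above a set limit, near 3 SD of compounds lacking own fluorescence, cut at about 54% in these data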;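 also: plate controls were DMSO wells for no effect and 5 µM unlabelled arrestin peptide for full effect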
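Measured by: flow cytometry, FL1 (488/535 nm); Material: AP2 appendage R879A on GSH beads; Evaluation: percent response; Timing: pre-incubation 12 min, peptide binding 1 h, room temperature; Also added: 50 nM FITC-arrestin peptide; Medium: PBS with 0.05% Tween 20 and 0.1% BSA.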
DAGLB inh: DAGLB lipase inhibitors, primary screen, biochemical, fluorescence, HTS. Diacylglycerol lipase-beta (Homo sapiens), Q8NCG7. HEK293T DAGLB membrane lysate, EnzChek fluorogenic substrate. inhibition, % at 5.17 µM. 0.059% of 340,000 active; in the data active = inhibition above about 34%;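 also: 0% = enzyme with vehicle and 100% = wells lacking enzyme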
Target sequence (Q8NCG7 whole entry, looked up): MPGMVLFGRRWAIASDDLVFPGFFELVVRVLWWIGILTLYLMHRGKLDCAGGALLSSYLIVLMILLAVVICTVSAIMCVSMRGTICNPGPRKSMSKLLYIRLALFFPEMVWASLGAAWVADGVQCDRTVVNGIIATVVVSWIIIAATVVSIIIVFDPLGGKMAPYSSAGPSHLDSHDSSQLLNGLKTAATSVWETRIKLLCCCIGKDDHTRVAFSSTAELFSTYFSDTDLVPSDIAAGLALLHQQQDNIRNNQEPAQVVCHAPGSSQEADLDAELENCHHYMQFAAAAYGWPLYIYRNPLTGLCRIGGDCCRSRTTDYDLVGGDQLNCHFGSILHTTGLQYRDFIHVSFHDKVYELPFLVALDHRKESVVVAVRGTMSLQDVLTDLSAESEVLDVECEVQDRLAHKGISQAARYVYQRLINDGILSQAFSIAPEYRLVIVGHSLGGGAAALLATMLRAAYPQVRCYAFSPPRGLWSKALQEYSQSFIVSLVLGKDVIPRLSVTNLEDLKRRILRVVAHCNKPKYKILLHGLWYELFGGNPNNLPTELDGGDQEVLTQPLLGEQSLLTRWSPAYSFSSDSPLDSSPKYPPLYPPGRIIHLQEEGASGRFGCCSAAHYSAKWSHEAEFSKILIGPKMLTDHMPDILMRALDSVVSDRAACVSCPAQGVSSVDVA
Active calls of the source: *; nt = no result given.

1: COc1cc(Cl)c(S(=O)(=O)NCCN2CCOCC2)cc1Cl
2: CCOc1cccc(CNCCNC(=O)c2nonc2N)c1
3: CCOC(=O)c1c(-c2ccc(Cl)cc2)csc1NC(=O)CNCc1ccco1
4: COC(=O)[C@]1(C)N[C@H](c2ccc(SC3CCCCC3)cc2)[C@@H]2C(=O)N(C)C(=O)[C@@H]21
5: Cc1cccc(-n2ncc(C#N)c2-n2cccc2)c1
6: CS(=O)(=O)N1CCC(C(=O)NCc2ccc(Cl)cc2Cl)CC1
7: O=C(c1cccnc1)N1CCN(C(=O)c2cccc(Cl)c2)CC1
8: CCCNC(=O)C(Cc1ccccc1C)NC(=O)c1ccc(C#N)cc1 (centres undefined)

| assay / entry | 1 | 2 | 3 | 4 | 5 | 6 | 7 | 8 |
| --- | --- | --- | --- | --- | --- | --- | --- | --- |
| Keap1 Nrf2 FP | -7 | -2 | -6 | -5 | -5 | -1 | -4 | -1 |
| SR-BI uptake up | 5 | 34 | nt | -15 | -5 | 24 | -2 | 14 |
| PvdQ acylase | 11 | -10 | -9 | -9 | -7 | -12 | -20 | -8 |
| Cardiac RTF inh | 9 | -14 | -5 | 0 | -11 | 1 | 1 | -12 |
| SR-BI HDL uptake | -5 | -34 | nt | 15 | 5 | -24 | 2 | -14 |
| PKA-R2B act | -7 | -1 | 4 | 3 | -5 | 8 | -9 | 1 |
| C-LANA FP | -1.9 | -0.3 | -0.6 | -0.8 | 0.8 | -1.0 | -0.7 | 0.5 |
| NSD2 inh | 0 | 1 | -2 | nt | -1 | -2 | -2 | nt |
| Arrestin-AP2 inh | 6 | -11 | 4 | -3 | -8 | -7 | -5 | 0 |
| DAGLB inh | 3 | 2 | -16 | -1 | -5 | -1 | -3 | 0 |

Retrieved one by one from the entries so far (3):
6: CS(=O)(=O)N1CCC(C(=O)NCc2ccc(Cl)cc2Cl)CC1
3: CCOC(=O)c1c(-c2ccc(Cl)cc2)csc1NC(=O)CNCc1ccco1
1: COc1cc(Cl)c(S(=O)(=O)NCCN2CCOCC2)cc1Cl

| assay / entry | 6 | 3 | 1 |
| --- | --- | --- | --- |
| Keap1 Nrf2 FP | -1 | -6 | -7 |
| SR-BI uptake up | 24 | nt | 5 |
| PvdQ acylase | -12 | -9 | 11 |
| Cardiac RTF inh | 1 | -5 | 9 |
| SR-BI HDL uptake | -24 | nt | -5 |
| PKA-R2B act | 8 | 4 | -7 |
| C-LANA FP | -1.0 | -0.6 | -1.9 |
| NSD2 inh | -2 | -2 | 0 |
| Arrestin-AP2 inh | -7 | 4 | 6 |
| DAGLB inh | -1 | -16 | 3 |

The results go on.
9: COc1ccc(C2=NN(C(=O)CCCC(=O)O)C(c3cccs3)C2)cc1OC (centres undefined)
10: Cc1ccc(C(=O)Nc2nc(-c3ccccc3)c(-c3ccccc3)o2)cc1
11: CC1(C2CC2)NC(=O)N(CC(=O)Nc2ccccc2C#N)C1=O (centres undefined)
12: Cc1ccc2[nH]c(=O)c(CN(CC3COCCO3)C(=O)Nc3ccccc3F)cc2c1 (centres undefined)
13: COc1ccc(C(=O)NC(C)CCc2ccccc2)cc1[N+](=O)[O-] (centres undefined)
14: COc1ccccc1/C=N/NC(=O)CNC(=O)c1ccc(S(=O)(=O)N(C)C)cc1
15: CSC1=NC2C(N1)N(C)C(=O)N2C (centres undefined)
16: CN=c1scc(-c2ccc(Br)cc2)n1C

| assay / entry | 9 | 10 | 11 | 12 | 13 | 14 | 15 | 16 |
| --- | --- | --- | --- | --- | --- | --- | --- | --- |
| Keap1 Nrf2 FP | 3 | -1 | -1 | 2 | -5 | 3 | -6 | 5 |
| SR-BI uptake up | 12 | -22 | 6 | -1 | -7 | -37 | 9 | 17 |
| PvdQ acylase | 3 | -9 | -17 | 8 | -12 | -2 | -20 | -7 |
| Cardiac RTF inh | -6 | -6 | -12 | -5 | -4 | -8 | -1 | -8 |
| SR-BI HDL uptake | -12 | 22 | -6 | 1 | 7 | 37 | -9 | -17 |
| PKA-R2B act | 3 | -8 | -2 | -1 | -4 | -10 | -6 | -15 |
| C-LANA FP | 0.4 | -0.3 | -0.8 | 0.1 | -2.3 | -0.2 | 0.9 | -0.7 |
| NSD2 inh | -1 | 3 | -7 | -2 | -5 | -2 | 0 | 4 |
| Arrestin-AP2 inh | 7 | -1 | -6 | 2 | -11 | 24 | -14 | 7 |
| DAGLB inh | -1 | -3 | 1 | 2 | -3 | -3 | 1 | -1 |

17: COc1cc(CN2CCC(n3nccc3NC(=O)CCCc3ccccc3)CC2)ccc1O
18: CC1(C2CC2)NC(=O)N(CC(=O)N2CCN(c3ccccc3)CC2)C1=O (centres undefined)
19: CC(C)(O)C#Cc1ccc(C(=O)N2CCN(c3ccccc3)CC2)cc1
20: CCOc1ccc(CN(C)C(=O)CCN2C(=O)c3ccccc3C2=O)cc1OC
21: CCc1ccc(NC(=O)CNC(=O)c2nn(-c3ccc(OC)cc3)c(=O)c3ccccc23)cc1
22: CC(=O)Nc1ccc2c(c1)CCCN2C(=O)c1ccccc1
23: O=C(Nc1cccc(-c2nnc(-c3ccccc3)o2)c1)C1CC1
24: CCOc1ncccc1C(=O)N1CCN(C(c2ccccc2)c2ccccc2)CC1
25: Cc1nn(CC(=O)NCCCN2CC(C)CC(C)C2)c(=O)c2cccn12 (centres undefined)
26: O=C(c1cc2cc(Cl)ccc2[nH]1)N1CCN(Cc2ccc3c(c2)OCO3)CC1

| assay / entry | 17 | 18 | 19 | 20 | 21 | 22 | 23 | 24 | 25 | 26 |
| --- | --- | --- | --- | --- | --- | --- | --- | --- | --- | --- |
| Keap1 Nrf2 FP | -1 | -4 | 3 | -1 | -4 | 1 | -4 | 2 | -3 | -5 |
| SR-BI uptake up | 8 | 24 | -2 | 19 | -6 | 3 | -2 | 3 | 26 | -8 |
| PvdQ acylase | -6 | 1 | 2 | -15 | -6 | -4 | -8 | -15 | -12 | -17 |
| Cardiac RTF inh | -11 | -7 | -8 | 0 | -5 | 1 | 2 | -16 | -2 | -3 |
| SR-BI HDL uptake | -8 | -24 | 2 | -19 | 6 | -3 | 2 | -3 | -26 | 8 |
| PKA-R2B act | -5 | 1 | -14 | 0 | 2 | -3 | 1 | -21 | 2 | -9 |
| C-LANA FP | 0.3 | -0.9 | 1.1 | -0.4 | 0.4 | -1.2 | 0.2 | 0.1 | -0.1 | 0.8 |
| NSD2 inh | 4 | nt | 0 | -4 | -1 | -3 | -2 | -2 | 6 | 12 |
| Arrestin-AP2 inh | 5 | 6 | 7 | -8 | 2 | 4 | -2 | 10 | -6 | -7 |
| DAGLB inh | 3 | 0 | 0 | -1 | -8 | 0 | -2 | -7 | 1 | -1 |

Results in Keap1 Nrf2 FP and Cardiac RTF inh (6 entries from above):
| # | structure | Keap1 Nrf2 FP | Cardiac RTF inh |
| --- | --- | --- | --- |
| 17 | COc1cc(CN2CCC(n3nccc3NC(=O)CCCc3ccccc3)CC2)ccc1O | -1 | -11 |
| 25 | Cc1nn(CC(=O)NCCCN2CC(C)CC(C)C2)c(=O)c2cccn12 (centres undefined) | -3 | -2 |
| 24 | CCOc1ncccc1C(=O)N1CCN(C(c2ccccc2)c2ccccc2)CC1 | 2 | -16 |
| 18 | CC1(C2CC2)NC(=O)N(CC(=O)N2CCN(c3ccccc3)CC2)C1=O (centres undefined) | -4 | -7 |
| 19 | CC(C)(O)C#Cc1ccc(C(=O)N2CCN(c3ccccc3)CC2)cc1 | 3 | -8 |
| 22 | CC(=O)Nc1ccc2c(c1)CCCN2C(=O)c1ccccc1 | 1 | 1 |

Compound activity deposited in PubChem BioAssay by several laboratories.
